# Screening data from PubChem.
# Bim-Bcl-W: disrupts Bim peptide binding to human Bcl-W; inhibition, % at 10 µM; AID 952; hit rate 0.02% among 190,000; bead-based flow cytometry;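 further: 0% = bound tracer without compound and 100% = peptide blocker; higher means less fluorescent Bim peptide bound to Bcl-W beads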
# Bim-Bcl-XL: human Bim-Bcl-XL interaction inhibition; Q07817; Bim peptide-Bcl-XL binding, bead flow cytometry, fluorescence; inhibition, % at 10 µM; hit rate 0.04% among 190,000
# Target sequence (Q07817 whole entry, looked up): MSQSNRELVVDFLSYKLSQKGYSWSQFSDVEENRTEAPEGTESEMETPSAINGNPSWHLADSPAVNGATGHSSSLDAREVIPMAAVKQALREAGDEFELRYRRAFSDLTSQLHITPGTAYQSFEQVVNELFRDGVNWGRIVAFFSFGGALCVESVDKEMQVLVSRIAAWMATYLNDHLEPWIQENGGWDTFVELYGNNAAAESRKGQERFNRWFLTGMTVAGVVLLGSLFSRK
# RGS4-Gao reg: human RGS4-Galphao interaction regulation; Multiplexed bead flow cytometry, RGS4-Galphao binding; actives lie on both sides; P09471; binding response (% of control), % at 10 µM; AID 1415; hit rate 0.33% among 220,000; in the data active means binding response below about 49% or above about 150%; inactive means in between;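 further: fluorescent Galphao activated with aluminum fluoride binding bead-coupled RGS4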
# RGS7-Gao: regulators of human RGS7-Galphao interaction; hit rate 0.35% among 220,000; binding response (% of control), % at 10 µM; Multiplexed bead flow cytometry, RGS7-Galphao binding; actives lie on both sides; AID 1439; P09471; in the data active means binding response below about 49% or above about 150%; inconclusive means no clear call, values can overlap the other calls; inactive means in between;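 further: fluorescent Galphao held in activated GDP-AlF4 state binding bead-coupled RGS7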
# Bfl-1 Bim block: disrupts Bim binding to human Bfl-1 | Bead-based flow cytometry, Bim-Bfl-1 binding inhibition | inhibition, % at 10 µM | hit rate 0.12% among 190,000;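 further: 0% = wells without compound plus tracer and 100% = blocker peptide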
# Bim-Bcl-2: disrupts Bim peptide binding to human Bcl-2; P10415; Bead-based flow cytometry, Bim peptide-Bcl-2 binding; inhibition, % at 10 µM; hit rate 0.06% among 190,000; in the data active means inhibition above about 40%; inconclusive means no clear call, values can overlap the other calls;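 further: 0% = no compound wells with probe peptide and 100% = reference peptide inhibitor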
# ABCG2 inh: blocks JC-1 efflux by human ABCG2 transporter | Q9UNQ0 | AID 1325 | IgMXP3 cells, flow cytometry | inhibition, % at 6.6 µM | hit rate 0.1% among 190,000;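 active means inhibition above 80%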;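 further: 0% = DMSO and 100% = nicardipine control wells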
# Target sequence (Q9UNQ0 whole entry, looked up): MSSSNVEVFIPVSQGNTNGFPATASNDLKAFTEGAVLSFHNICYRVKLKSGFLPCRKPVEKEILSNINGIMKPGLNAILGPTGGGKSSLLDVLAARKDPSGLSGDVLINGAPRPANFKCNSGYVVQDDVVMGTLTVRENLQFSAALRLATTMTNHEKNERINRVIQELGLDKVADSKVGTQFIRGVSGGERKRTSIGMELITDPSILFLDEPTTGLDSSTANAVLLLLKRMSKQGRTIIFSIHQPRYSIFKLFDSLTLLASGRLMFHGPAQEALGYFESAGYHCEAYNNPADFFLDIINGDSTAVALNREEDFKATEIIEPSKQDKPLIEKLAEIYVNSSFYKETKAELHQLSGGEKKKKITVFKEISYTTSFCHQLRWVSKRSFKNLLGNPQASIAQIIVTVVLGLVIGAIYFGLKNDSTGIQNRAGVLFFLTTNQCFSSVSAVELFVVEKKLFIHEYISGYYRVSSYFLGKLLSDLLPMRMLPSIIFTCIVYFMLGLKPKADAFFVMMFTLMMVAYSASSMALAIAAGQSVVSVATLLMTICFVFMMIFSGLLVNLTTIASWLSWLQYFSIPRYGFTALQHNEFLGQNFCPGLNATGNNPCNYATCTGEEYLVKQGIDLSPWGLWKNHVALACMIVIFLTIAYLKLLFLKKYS
#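 Test system: IgMXP3 (ABCG2) plus far-red-tagged CCRF-Adr (ABCB1) cells. Reagent: JC-1 dye as substrate. Timing: 10 min exposure at 25 °C with rotation, no wash. Measured by: flow cytometric JC-1 green MFI at 530 nm. Read-out: percent efflux inhibition, scaled nicardipine 100% to DMSO 0%. Control set: nicardipine and DMSO wells.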
# ABCB1 inh: inhibitors of human ABCB1 transporter, ABCG2 counter-screen; CCRF-Adr cells, JC-1 efflux, flow cytometry; AID 1326; inhibition, % at 6.6 µM; P08183; hit rate 0.067% among 190,000; in the data active means inhibition above about 40%;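 further: 0% = vehicle and 100% = reference inhibitor; higher value means more JC-1 retained so stronger ABCB1 efflux block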
# GSH fluor: GSH bead compound fluorescence profile | GSH beads flow cytometry, compound fluorescence 488/530 nm; active compounds read high | fluorescence (KMESF) at 10 µM | hit rate 0.25% among 190,000 | AID 1776; in the data active means fluorescence above about 89;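 further: glutathione beads carrying GST-tagged Bcl family fusion proteins plus one bare bead set; values are compound well signal with DMSO vehicle wells as background; inactives centre near 16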
# Bcl-B Bim block: disrupts Bim peptide binding to human Bcl-B; hit rate 0.073% among 190,000; inhibition, % at 10 µM; bead-based flow cytometry; Q9HD36;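 further: 0% = tracer peptide without compound and 100% = reference inhibitor peptide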
# RGS8-Gao: regulators of human RGS8-Galphao interaction | P09471 | multiplexed bead flow cytometry, RGS8-Galphao binding; actives lie on both sides | response (percent of control binding), % at 10 µM | hit rate 0.34% among 220,000; in the data active means response below about 60% or above about 140%; inactive means in between;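 further: Galphao activated as the GDP aluminium fluoride complex binding bead-coupled RGS8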
# Active calls of the source: *; ? = inconclusive. Unless noted, no stated cut-off is given here; in the data, active means inhibition above about 40%. Outcome played no part in choosing rows. Share with any hit: about 1.1%.
SMILES,Bim-Bcl-W,Bim-Bcl-XL,RGS4-Gao reg,RGS7-Gao,Bfl-1 Bim block,Bim-Bcl-2,ABCG2 inh,ABCB1 inh,GSH fluor,Bcl-B Bim block,RGS8-Gao
CC1(C)Cc2nc(NCCN3CCOCC3)c(C#N)cc2CO1,-6,0,100,100,9,4,23,1.0,33,0,103
Cc1cccc(-c2cc3nc4c(c(N5CCOCC5)n3n2)CCCC4)c1,4,0,93,91,13,-3,6,1.5,11,-9,92
CCOC(=O)c1ccc(NC(=O)CCOc2ccc(OC)cc2)cc1,-3,-3,101,96,-3,-8,5,1.1,8,-2,97
CCNC(=O)C1CN(S(=O)(=O)c2ccccc2)CCN1S(=O)(=O)c1ccccc1 (stereo not given),-1,2,102,102,0,3,7,0.9,31,0,102
CC(C)=CCN1CCN(Cc2ccc(C#CC(C)(C)O)s2)CC1CCO (stereo not given),-2,-1,97,97,0,-3,0,0.0,14,-6,98
CC(=O)C1=C(C)NC(SCC(=O)c2ccccc2)=C(C#N)C1CC(C)C (stereo not given),-3,-3,97,99,0,-1,8,2.2,17,-17,99
O=C(Nc1ccncc1)c1ccc(F)cc1,-1,6,95,96,-15,-5,2,-0.2,26,-10,97
CC(NC(=O)Nc1ccc(F)cc1F)c1ccncc1 (stereo not given),-1,-1,91,92,0,-2,6,0.7,17,-6,98
Cc1ccc(CNC(=O)c2oc3ccc(S(=O)(=O)N4CCC5(CC4)OCCO5)cc3c2C)cc1,-4,-6,99,103,0,-1,0,0.4,18,-3,98
Cc1cc(N2CCN(S(=O)(=O)c3ccc4ccccc4c3)CC2)n2ncnc2n1,-2,-1,102,102,-8,-3,4,1.8,16,-4,105
CCOC(=O)N1CCN(C(=O)Cn2nc(-c3ccc(Cl)cc3)ccc2=O)CC1,-3,-9,99,98,-2,0,4,1.0,34,-3,94
Cc1ccc(NC(=S)N2CCC(c3nc4ccccc4s3)CC2)cc1,0,-2,103,104,1,-3,4,0.4,13,-7,104
CCC1CCc2c(sc(NC(=O)c3ccoc3C)c2C(N)=O)C1 (stereo not given),0,-5,97,99,-9,-6,7,0.7,33,-15,99
Cc1c(NC(=O)Cc2ccccc2)cccc1C(=O)NN1C(=O)c2ccccc2C1=O,-10,-13,99,100,-19,-9,0,0.2,18,-13,100
O=C(c1ccc(COc2ccc(Cl)cc2)o1)N1CCN(Cc2ccc3c(c2)OCO3)CC1,-2,-9,121,112,-11,-11,2,0.5,22,-7,103
CCOc1ccc(CCNC(=O)CCc2nc(-c3ccc(OC)cc3)no2)cc1OCC,0,0,102,101,-17,-5,8,1.1,7,-3,99
Cc1cccc(C(=O)c2c[nH]cc2-c2ccccc2)c1,-3,-8,100,100,-3,-2,0,0.1,9,-9,103
CCc1nc2ccccc2c(C(=O)OCC(=O)Nc2ccc(S(=O)(=O)N3CCOCC3)cc2)c1C,2,-7,103,104,-12,-8,1,1.2,35,-4,101
CCS(=O)(=O)NCCc1cc2cc(C)c(C)cc2[nH]c1=O,1,-1,92,108,-6,0,4,0.4,24,-2,95
CCn1cnc2cc(NCc3ccncc3)ccc21,0,0,97,96,-1,-2,1,0.3,12,-2,101

# One compound at a time, from the list above. Values in the order: Bim-Bcl-W | Bim-Bcl-XL | RGS4-Gao reg | RGS7-Gao | Bfl-1 Bim block | Bim-Bcl-2 | ABCG2 inh | ABCB1 inh | GSH fluor | Bcl-B Bim block | RGS8-Gao
# O=C(c1ccc(COc2ccc(Cl)cc2)o1)N1CCN(Cc2ccc3c(c2)OCO3)CC1 across the screens: -2 | -9 | 121 | 112 | -11 | -11 | 2 | 0.5 | 22 | -7 | 103
# O=C(Nc1ccncc1)c1ccc(F)cc1 across the screens: -1 | 6 | 95 | 96 | -15 | -5 | 2 | -0.2 | 26 | -10 | 97
# CC(=O)C1=C(C)NC(SCC(=O)c2ccccc2)=C(C#N)C1CC(C)C (stereo not given) across the screens: -3 | -3 | 97 | 99 | 0 | -1 | 8 | 2.2 | 17 | -17 | 99

# Additional compounds.
SMILES,Bim-Bcl-W,Bim-Bcl-XL,RGS4-Gao reg,RGS7-Gao,Bfl-1 Bim block,Bim-Bcl-2,ABCG2 inh,ABCB1 inh,GSH fluor,Bcl-B Bim block,RGS8-Gao
C=CCn1c(Oc2ccc(C(=O)OC)cc2)nc2c1c(=O)n(C)c(=O)n2C,-5,-3,98,98,-3,-6,0,0.1,10,0,97
Cc1n[nH]c(C)c1S(=O)(=O)N1CCN(C(=O)c2ccco2)CC1,-1,-6,97,101,-2,0,0,0.1,8,-2,99
N/C(=N\OC(=O)/C=C/c1ccccc1Cl)c1ccccn1,0,-2,108,102,-5,0,12,0.4,20,-4,103
O=C(Nc1ccccc1N1CCN(C(=O)c2ccc(Cl)cc2)CC1)c1cc2ccccc2o1,-1,-5,99,96,-14,-11,5,4.8,36,-8,100
Fc1ccccc1OCCSc1ncnc2nc[nH]c12,0,-1,100,104,-2,-1,2,0.2,27,3,100
COc1cccc(/C=N/n2nnnc2N)c1OCc1ccccc1Cl,-7,-6,98,100,-4,-3,23,0.1,19,-4,101
CCOc1ccc(C2CC(c3ccccc3C)n3nc(N)nc3N2)cc1 (stereo not given),-1,-3,94,102,-4,2,-2,-0.5,14,1,98
COc1ccc(/C=C/c2nc(-c3ccccc3O)n[nH]2)cc1,-3,-8,103,104,-4,-2,1,-0.2,6,-8,102
CCOc1ccc(N(CC(=O)Nc2ccccc2C(=O)NC(C)CC)S(C)(=O)=O)cc1 (stereo not given),-4,-8,103,101,-1,0,0,0.1,10,-6,103
CCOc1ccc(OCC)c(NC(=O)CCn2c(=O)oc3ccccc32)c1,0,-6,99,101,-1,-3,3,0.6,8,-1,99
CCc1c(C)nc(SC(C(=O)O)c2ccccc2)c(C#N)c1C (stereo not given),-8,-11,99,112,-14,-5,-1,-0.1,19,-11,99
c1ccc2[nH]c(-c3cscn3)nc2c1,-5,-2,100,99,-2,-2,1,0.1,21,-8,102
c1ccc(-c2csc3nnc(SCc4ccc5c(c4)OCO5)n23)cc1,0,-4,97,96,-13,-8,1,0.7,18,-6,98
COc1ccc(C(=O)N2CCN(C(C)=O)CC2)cc1S(=O)(=O)NCc1ccc(Cl)cc1,2,-5,98,97,-5,-4,2,0.8,71,-3,101
CCc1ccccc1NC(=O)C1CCCN(S(=O)(=O)c2c(C)noc2C)C1 (stereo not given),-1,-2,105,105,-13,-7,18,1.7,23,-6,103
CN1C(=O)CSc2ccc(NC(=O)NCc3cccnc3)cc21,4,0,95,102,3,4,1,0.2,14,1,102
Cc1ccc(S(=O)(=O)N/N=C/c2ccc(C(=O)O)cc2)cc1,-5,-1,104,99,-3,-7,0,0.3,11,-6,101
Cc1ccc(CSCCNC(=O)c2cccc([N+](=O)[O-])c2)cc1,1,2,92,96,7,5,15,0.8,10,5,86
COc1cccc(NC2=CC(=O)CC(C)(C)C2)c1,-1,-3,96,97,-3,-2,2,0.5,22,1,98
CNC(=S)NNC(=O)Cc1ccc(OC)c(OC)c1,0,-8,100,98,-16,-10,9,0.4,21,-9,99
Cc1nnc(SCC(=O)N/N=C/c2ccc(-c3ccc(C)c(Cl)c3)o2)s1,-8,-6,101,102,-14,-6,-1,-0.5,15,-9,101
Cc1cc(-c2csc(N)n2)c(C)n1-c1ccc(Cl)c(Cl)c1,7,8,99,106,5,17,2,1.0,9,9,102
CC1(C)CC(=O)C(N=Nc2cc(Cl)c(Cl)c(Cl)c2)=C(O)C1,6,2,103,100,6,-7,7,-0.1,32,12,101
CCn1cc([N+](=O)[O-])c(C(=O)Nc2ccc(Br)cn2)n1,1,-1,99,100,6,2,55,1.0,21,3,102
CC(=O)c1ccc2c(c1)C1C=CCC1C(C(=O)O)N2 (stereo not given),5,3,95,89,16,10,-8,-3.2,8,10,93
N#Cc1nc(Cc2ccccc2)oc1N1CCCC1,-1,-3,99,?,3,-1,8,0.1,19,0,101
COc1ccc(C2N(c3cc(Cl)ccc3OC)C(=O)C3CCCN32)cc1OC (stereo not given),0,-5,101,98,-14,-9,-2,-1.4,18,-8,99
Cc1occc1C(=O)Nc1cccc(C(F)(F)F)c1,-4,-3,107,104,-1,16,19,0.7,18,-5,103
COC(=O)COc1ccc(-n2cnnn2)cc1,0,-2,101,97,-5,0,1,0.3,23,-3,102
Cc1cc(C)c2cc(CN(CCO)C(=O)Nc3ccc(F)cc3)c(=O)[nH]c2c1,-5,-10,100,100,-15,-9,4,0.3,28,-8,102
COC(=O)c1[nH]c(C)c(/C(O)=C2\C(=O)C(=O)N(CCN(C)C)C2c2ccccc2OC)c1C (stereo not given),3,6,103,105,-10,-7,2,0.3,35,-9,100
CC(=O)NC1(C(F)(F)F)NC(=O)N(CC(C)C)C1=O (stereo not given),-1,1,101,109,2,0,0,0.0,16,0,99
COc1cc(NC(=S)N2CCCC(CO)C2)cc(OC)c1 (stereo not given),-3,-4,99,111,0,-2,3,-0.2,13,-16,99
Cc1ccc(/C=C(\C#N)C(=O)Nc2ccccn2)o1,0,-1,102,?,-4,-1,1,-0.3,18,-2,100
CCOc1ncccc1C(=O)OCC(=O)Nc1ccc(C)c(S(=O)(=O)N2CCOCC2)c1,-4,-5,99,97,4,-2,14,-1.6,14,-6,101
Cc1ccc(NC(=O)c2ccc(CSc3nnc(-c4ccncc4)n3C)cc2)c(C)c1,0,1,95,99,0,-1,4,0.8,9,0,98
S=C(NCC1CCCO1)N1CCN(c2nc(-c3ccccc3)cs2)CC1 (stereo not given),3,5,100,105,3,0,5,0.6,9,-20,105
CCc1c(C)sc(NC(=O)c2cc(-c3ccc(O)cc3)on2)c1C#N,-2,-6,102,106,-5,-11,0,-0.2,22,-19,103
O=C(NNC(=O)c1sccc1-n1cccc1)c1ccccc1,-1,-21,97,99,-15,-12,8,0.2,30,-13,98
Cc1cccc(NC(=S)N(CCCN2CCOCC2)Cc2ccccn2)c1,-1,-5,94,93,-12,-1,-1,0.1,13,-4,104
COc1ccc(C(C(=O)NC(C)C)N(C(=O)CCC(=O)Nc2nccs2)c2ccccc2F)cc1 (stereo not given),-2,-1,98,97,-12,-4,2,0.2,14,-6,103
CC(C)COC(=O)n1c(SCC(=O)N(C)C)nc2ccccc21,3,8,105,103,-14,-5,10,1.6,51,-8,104
Cc1cc(=O)oc2cc(OCC(=O)N3c4ccccc4CC3C)ccc12 (stereo not given),-2,-6,102,102,-7,-8,4,1.0,22,-7,101
C[C@@H](C(=O)Nc1ccc2ccccc2c1)[C@@H]1C[C@@]1(C)[C@@H](NC(=O)c1ccccc1)c1ccccc1,-5,-3,102,101,-3,-3,8,0.6,18,-4,106
CCOc1cc(CNCCN(C)C)c(Cl)cc1OCC(=O)NCCc1ccccc1,-1,1,105,104,-14,-7,1,0.2,38,-8,105
COc1ccccc1Nc1cc(N2CCOCC2)c2nonc2c1[N+](=O)[O-],-5,-5,101,?,-6,-7,20,1.2,13,-13,102
